# Screening results as filed in PubChem BioAssay.
# Bcl-B Bim block – human Bim-Bcl-B interaction inhibition; AID 951; 0.073% of 190,000 active; bead-based flow cytometry, Bim peptide-Bcl-B binding; inhibition, % at 10 µM;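 further: 0% = tracer peptide without compound and 100% = reference inhibitor peptide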
# Target sequence (Q9HD36 whole entry, looked up): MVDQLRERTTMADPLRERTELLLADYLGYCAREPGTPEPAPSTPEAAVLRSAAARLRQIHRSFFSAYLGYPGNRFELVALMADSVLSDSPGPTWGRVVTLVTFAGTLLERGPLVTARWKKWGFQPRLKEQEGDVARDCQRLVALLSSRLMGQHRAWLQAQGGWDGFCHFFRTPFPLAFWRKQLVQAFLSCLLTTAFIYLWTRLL
# RGS7-Gao – human RGS7-Galphao interaction regulation. P09471. Multiplexed bead flow cytometry, RGS7-Galphao binding; actives lie on both sides. binding response (% of control), % at 10 µM. 0.35% of 220,000 active; in the data active means binding response below about 49% or above about 150%; inconclusive means no clear call, values can overlap the other calls; inactive means in between;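 further: fluorescent Galphao held in activated GDP-AlF4 state binding bead-coupled RGS7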
# Mcl1 Bid PPI – Mcl-1/Bid interaction inhibition. Q07820. TR-FRET Mcl-1/Bid-Dy647 peptide binding, 1536-well. inhibition, % at 21.7 µM. 0.97% of 220,000 active. AID 1021;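 active means compounds that cut the binding signal by more than half at the single screening dose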;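 further: His-tagged Mcl-1 with europium anti-His antibody binding Bid BH3 peptide; 0% = Mcl-1 plus peptide wells and 100% = peptide-only wells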
# Target sequence (Q07820 whole entry, looked up): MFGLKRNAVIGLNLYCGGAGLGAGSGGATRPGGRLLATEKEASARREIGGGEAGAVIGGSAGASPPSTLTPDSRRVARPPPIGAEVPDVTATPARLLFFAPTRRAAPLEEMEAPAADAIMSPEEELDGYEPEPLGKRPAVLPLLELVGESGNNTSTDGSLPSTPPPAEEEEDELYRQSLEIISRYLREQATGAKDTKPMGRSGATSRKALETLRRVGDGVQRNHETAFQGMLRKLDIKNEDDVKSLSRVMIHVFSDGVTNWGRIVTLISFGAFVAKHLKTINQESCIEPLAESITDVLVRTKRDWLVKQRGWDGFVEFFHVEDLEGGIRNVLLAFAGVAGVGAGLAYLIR
# Bcl-W Bim block – inhibitors of Bim-Bcl-W interaction, human; Q92843; bead-based flow cytometry, Bim peptide-Bcl-W binding; inhibition, % at 10 µM; 0.02% of 190,000 active; AID 952;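 further: 0% = bound tracer without compound and 100% = peptide blocker; higher means less fluorescent Bim peptide bound to Bcl-W beads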
# Target sequence (Q92843 whole entry, looked up): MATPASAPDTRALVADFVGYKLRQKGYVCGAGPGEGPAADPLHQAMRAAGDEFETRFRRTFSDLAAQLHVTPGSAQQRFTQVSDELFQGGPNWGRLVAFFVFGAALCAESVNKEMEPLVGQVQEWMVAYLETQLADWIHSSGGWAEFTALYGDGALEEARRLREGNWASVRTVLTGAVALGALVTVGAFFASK
# Mcl1 Noxa PPI – Mcl-1/Noxa interaction inhibition; TR-FRET Mcl-1/Noxa peptide binding, 2 h; inhibition, % at 21.7 µM; 1.5% of 220,000 active; AID 1022;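 active means compounds that cut the protein-peptide binding signal by more than 50% relative to plate controls in a single-dose test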;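 further: His-tagged Mcl-1 with rhodamine Noxa BH3 peptide and terbium anti-His antibody; 0% = Mcl-1 plus Noxa peptide wells and 100% = peptide-only wells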
# Bfl-1 Bim block – inhibitors of Bim-Bfl-1 interaction, human. Bead-based flow cytometry, Bim-Bfl-1 binding inhibition. inhibition, % at 10 µM. 0.12% of 190,000 active. AID 1008;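 further: 0% = wells without compound plus tracer and 100% = blocker peptide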
# Bim-Bcl-XL – human Bim-Bcl-XL interaction inhibition | Bim peptide-Bcl-XL binding, bead flow cytometry, fluorescence | inhibition, % at 10 µM | 0.04% of 190,000 active | AID 1007
# Target sequence (Q07817 whole entry, looked up): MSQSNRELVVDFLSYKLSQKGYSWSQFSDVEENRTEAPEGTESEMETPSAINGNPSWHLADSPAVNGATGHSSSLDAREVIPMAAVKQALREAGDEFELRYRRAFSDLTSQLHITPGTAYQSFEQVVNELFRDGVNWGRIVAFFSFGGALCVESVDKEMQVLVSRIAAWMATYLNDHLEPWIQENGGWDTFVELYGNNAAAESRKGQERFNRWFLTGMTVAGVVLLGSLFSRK
# RGS4-Gao reg – human RGS4-Galphao interaction regulation. P09471. Multiplexed bead flow cytometry, RGS4-Galphao binding; actives lie on both sides. binding response (% of control), % at 10 µM. 0.33% of 220,000 active. AID 1415; in the data active means binding response below about 49% or above about 150%; inactive means in between;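 further: fluorescent Galphao activated with aluminum fluoride binding bead-coupled RGS4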
# RGS8-Gao – human RGS8-Galphao interaction regulation; P09471; multiplexed bead flow cytometry, RGS8-Galphao binding; actives lie on both sides; response (percent of control binding), % at 10 µM; 0.34% of 220,000 active; AID 1423; in the data active means response below about 60% or above about 140%; inactive means in between;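 further: Galphao activated as the GDP aluminium fluoride complex binding bead-coupled RGS8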
# Bim-Mcl-1 – disrupts Bim peptide binding to human Mcl-1; 0.1% of 190,000 active; Bead-based flow cytometry, Bim peptide-Mcl-1 binding; inhibition, % at 10 µM;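 further: 0% = no compound tracer wells and 100% = peptide blocker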
# Bcl-2 Bim block – disrupts Bim peptide binding to human Bcl-2; P10415; Bead-based flow cytometry, Bim peptide-Bcl-2 binding; inhibition, % at 10 µM; 0.06% of 190,000 active; AID 950; in the data active means inhibition above about 40%; inconclusive means no clear call, values can overlap the other calls;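 further: 0% = no compound wells with probe peptide and 100% = reference peptide inhibitor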
# Active calls of the source: *; ? = inconclusive; / = not tested or not shown. Unless noted, no stated cut-off is given here; in the data, active means inhibition above about 40%.
Bcl-B Bim block,RGS7-Gao,Mcl1 Bid PPI,Bcl-W Bim block,Mcl1 Noxa PPI,Bfl-1 Bim block,Bim-Bcl-XL,RGS4-Gao reg,RGS8-Gao,Bim-Mcl-1,Bcl-2 Bim block,Compound
-4.0,100.3,-23.3,1.0,-9.0,-14.0,-1.0,102.0,101.9,0.0,-3.0,COCCn1c(SCC(=O)NCc2cccs2)nnc1-c1ccc(OC)cc1
-1.0,103.7,-9.9,-2.0,-7.3,-2.0,-2.0,99.3,100.9,-1.0,-5.0,Cc1onc(-c2ccccc2Cl)c1C(=O)OCN1C(=O)c2ccccc2C1=O
0.0,?,-14.1,0.0,1.6,-5.0,0.0,103.7,100.3,-2.0,-2.0,CC(O)c1nc2ccccc2n1CC(=O)Nc1ccc(F)cc1Cl (configuration not stated)
-1.0,88.4,-11.8,0.0,0.6,-2.0,0.0,89.6,90.8,1.0,0.0,C#CCNC(=O)C1=C[C@@H](c2ccc(Br)cc2)[C@H](CCCO)[C@@H](OCC)O1
-2.0,105.6,-53.4,2.0,-10.5,-9.0,-1.0,102.7,101.3,2.0,-2.0,O=C(CCN1CCc2ccccc2C1)Nc1ccccc1
-9.0,97.7,-6.3,-5.0,4.6,-4.0,0.0,101.6,100.4,-1.0,-2.0,Nc1nnc(SCC(=O)OCC(=O)NC2CCCCC2)s1
-4.0,97.2,-22.9,-1.0,13.0,-2.0,-7.0,101.5,98.1,0.0,-6.0,N/C(Cc1ccc(Cl)cc1Cl)=N\OC(=O)c1ccccc1
-9.0,96.2,-26.2,-6.0,23.8,-20.0,-10.0,97.9,97.6,-2.0,-13.0,O=S1(=O)N=C(Nc2ccc(N3CCOCC3)cc2)c2ccccc21
-1.0,100.7,-8.7,4.0,4.8,-6.0,-3.0,101.9,102.8,4.0,-3.0,O=S(=O)(c1cc(Cl)ccc1Cl)n1cccn1
0.0,95.0,-1.3,-1.0,-7.2,0.0,-1.0,96.4,87.0,0.0,-3.0,CCN(CC)S(=O)(=O)c1ccc(-c2nnc(SCC(=O)Nc3cc(OC)cc(OC)c3)o2)cc1
0.0,96.7,0.9,2.0,-0.6,0.0,1.0,97.9,86.7,0.0,-1.0,CSCCC1NC2(C(=O)Nc3c2ccc(Cl)c3C)[C@@H]2C(=O)N(C3CCCC3)C(=O)[C@H]12 (some centres not stated)
-11.0,86.0,-27.3,-3.0,22.2,-9.0,-6.0,91.0,94.8,-3.0,-12.0,CC1(C)CC(=O)C(C=NCCO)=C(O)C1
-1.0,101.8,-34.9,-2.0,12.5,-4.0,-1.0,101.3,101.5,0.0,1.0,Cc1ccc(-n2cc(-c3ccccc3)c3c(N4CCN(C)CC4)ncnc32)cc1
-10.0,106.6,-13.0,-1.0,6.6,-3.0,-4.0,102.7,102.4,0.0,-2.0,Cn1c(SCC(=O)Nc2cc(S(=O)(=O)N3CCOCC3)ccc2N2CCOCC2)nnc1-c1ccncc1
-9.0,103.2,-9.1,-2.0,14.9,-5.0,-4.0,101.3,102.6,-1.0,-1.0,O=C(/C=C/c1ccccc1)OCc1cncs1
-2.0,102.1,-51.4,0.0,5.3,0.0,0.0,98.6,102.8,0.0,-1.0,COc1cc2c(cc1OC)C1=CC(=O)C(=O)N1C(C)(C)C2
-2.0,97.5,-64.2,-1.0,-26.2,-2.0,0.0,102.5,102.1,0.0,-3.0,Cc1cccc(-n2cccc2)c1C#N
/,?,-32.6,/,57.8*,/,/,92.3,96.6,/,/,O=[N+]([O-])c1ccccc1/C=C/C=N/n1c(-c2cc(-c3ccccc3)n[nH]2)n[nH]c1=S
0.0,104.1,-8.8,0.0,-3.6,-1.0,-1.0,100.4,101.6,0.0,1.0,CCCn1nnc(NC(=O)c2ccccc2Cl)n1
4.0,100.1,-83.0,3.0,12.1,0.0,3.0,102.0,97.9,0.0,-5.0,CN(CC1COc2ccccc2O1)C(=S)Nc1ccccc1F (configuration not stated)
-4.0,99.0,-5.9,-1.0,-4.9,-2.0,0.0,101.8,102.3,0.0,0.0,CC(C)(C)OC(=O)N/N=C/c1ccc(Br)cc1
0.0,100.2,-4.6,4.0,2.0,-7.0,-4.0,103.3,102.5,2.0,0.0,CCCCc1ccc(-c2nc(-c3ccncc3)no2)cc1
-3.0,96.9,6.6,0.0,-3.9,-6.0,-1.0,98.3,97.9,-1.0,-2.0,O=C(NCCCN1CCCC1=O)c1nnc(Cc2c(F)cccc2Cl)o1
-7.0,98.3,-1.0,-1.0,-9.4,-13.0,-13.0,103.0,107.2,0.0,-9.0,CCn1nnc(-c2ccccc2NC(=O)c2cc(OC)cc(OC)c2)n1
-1.0,?,-14.5,2.0,17.7,-6.0,1.0,92.0,96.3,0.0,0.0,O=C(NC1=NCCS1)C1CCCCC1
-5.0,102.1,-7.5,-2.0,6.8,-9.0,-3.0,101.4,103.9,0.0,-2.0,CC(C)(C)C(=O)Cn1c(=O)n(-c2ccc(F)cc2F)c(=O)c2sccc21
-7.0,102.6,1.7,4.0,1.6,-12.0,-3.0,100.5,100.0,0.0,-6.0,CC(C)NC(=O)CCS(=O)(=O)c1cccc2nonc12
-3.0,102.3,-18.7,0.0,3.3,1.0,-4.0,99.7,100.9,-1.0,0.0,Cc1ccccc1NC(=O)CSc1nc2n(n1)CCCCC2
-7.0,101.3,-3.1,-2.0,24.4,1.0,-1.0,101.5,104.7,-3.0,4.0,COc1ccc(N2C(=O)CC(NCc3ccc(F)cc3)C2=O)cc1 (configuration not stated)
-4.0,100.5,-125.2,-1.0,18.1,13.0,-3.0,98.1,97.9,-1.0,7.0,CCN(CC)c1ccc(/C=N/Nc2nc3ccccc3[nH]2)c(O)c1
0.0,97.7,-2.0,-2.0,3.4,-4.0,-6.0,101.0,96.7,-3.0,-5.0,COc1cc(C)c(Br)cc1S(=O)(=O)N1CCCC1
-7.0,93.2,-71.4,-3.0,0.1,-6.0,0.0,93.7,95.1,0.0,-2.0,COc1cccc(CNC(=O)CCC2CCCN(C3CCOCC3)C2)c1 (configuration not stated)
9.0,99.5,26.1,3.0,2.0,10.0,-1.0,102.0,95.6,7.0,15.0,O=C(CN1C(=O)c2ccccc2C1=O)Nc1ccc(-c2nc3ccccc3o2)cc1
0.0,98.1,33.7,1.0,71.5*,-1.0,-1.0,99.2,99.5,2.0,4.0,CCOc1ccc(N2C(=O)/C(=C\c3ccc(O)c(OC)c3)S(=O)(=O)C2c2cccc([N+](=O)[O-])c2)cc1 (configuration not stated)
-6.0,103.0,-16.2,1.0,6.2,-4.0,-1.0,105.4,101.9,0.0,-2.0,Cc1nnsc1Sc1ccccc1
/,?,-10.2,/,14.8,/,/,96.9,100.3,/,/,COc1ccc(/C=C/C(=O)Nc2ccccc2)cc1S(=O)(=O)N1CCOCC1
-11.0,101.2,-22.3,-2.0,10.2,-21.0,-13.0,98.4,99.9,-3.0,-14.0,CC(C)NC(=O)COc1ccc(Cl)cc1Cl
-3.0,101.7,-56.0,1.0,10.7,-5.0,-1.0,100.3,103.2,-1.0,-7.0,CCN(Cc1ccncc1)C(=S)Nc1ccccc1
-10.0,102.3,46.4,-1.0,11.1,-11.0,14.0,104.8,102.3,0.0,-10.0,O=c1oc(/C=C/c2ccccc2)nc2sc3c(c12)CCC3
-12.0,98.9,4.2,-1.0,-44.6,-7.0,-3.0,95.9,83.8,0.0,0.0,O=C(Nc1ccc(N2C(=O)C3CCCCC3C2=O)cc1Cl)c1cccs1 (configuration not stated)
-9.0,100.1,-8.1,-3.0,15.7,-14.0,-6.0,99.3,99.6,-3.0,-7.0,COC(=O)c1ccc(NC(C)C(=O)OC)c([N+](=O)[O-])c1 (configuration not stated)
-2.0,98.9,-2.3,-1.0,0.4,-1.0,-3.0,103.8,105.7,-3.0,-6.0,CN(C)CCCNCCCNC(=O)c1ccccn1
-4.0,101.7,-15.0,-3.0,-7.3,-1.0,-6.0,111.0,105.1,-3.0,1.0,Cc1cccc(NC(=O)CSc2nc(N)c(NC(=O)c3cccs3)c(=O)[nH]2)c1C
-6.0,98.1,-0.7,-2.0,-11.1,-9.0,-5.0,97.8,98.5,0.0,-6.0,O=S(=O)(Nc1cccc(-c2nc3cccnc3s2)c1)c1ccc2c(c1)OCCO2
2.0,93.8,-19.1,0.0,-4.4,1.0,1.0,101.0,98.2,0.0,1.0,O=C(Nc1ccc(Oc2ccccc2)cc1)C1CC1
-3.0,100.6,-4.2,0.0,-0.4,-6.0,-2.0,95.9,101.5,-3.0,-1.0,COc1ccc(NS(=O)(=O)/C=C/c2ccc(OC)c(OC)c2)cc1
-1.0,99.8,-85.7,10.0,5.8,10.0,3.0,100.3,101.3,6.0,8.0,C=CCOc1ccccc1CNc1ccc2[nH]c(=O)[nH]c2c1
-9.0,103.0,-2.5,-7.0,5.3,-5.0,-13.0,104.8,101.6,-24.0,-4.0,Cc1c(C(=O)C(=O)NCC2CCCO2)c2ccccc2n1C (configuration not stated)
-1.0,98.9,1.4,-4.0,20.3,-2.0,-3.0,99.3,102.4,-2.0,-4.0,CC(NC(=O)c1ccc(F)cc1)c1ccc2c(c1)CCCC2 (configuration not stated)
-5.0,100.7,3.9,-3.0,8.0,-7.0,-8.0,100.8,100.4,-4.0,-6.0,Cc1nnsc1C(=O)Nc1ccccc1
/,?,-45.9,/,2.6,/,/,98.3,100.0,/,/,COc1ccc(/C=N/NC(=O)c2ccccc2O)cc1Cn1nnc2ccccc21
-3.0,96.1,-51.5,0.0,1.6,-5.0,-1.0,85.0,96.2,1.0,-6.0,Cc1occc1C(=O)N1CCCc2ccccc21
-12.0,100.5,12.2,2.0,-8.0,-8.0,-11.0,107.1,105.2,-1.0,-5.0,Cc1cc(C)cc(N2C(=O)CC(N(C(=O)c3ccco3)c3cc(C)cc(C)c3)C2=O)c1 (configuration not stated)
-8.0,101.1,16.4,-7.0,28.5,-2.0,-12.0,104.3,105.1,-7.0,-3.0,CN(C)CC/C=C1\c2ccccc2Sc2ccc(Cl)cc21
0.0,102.5,6.6,0.0,1.1,0.0,0.0,101.7,101.2,-1.0,-2.0,CC1=CC(=O)N(c2cccc(C(F)(F)F)c2)C1c1ccc(Cl)cc1 (configuration not stated)
-2.0,99.2,-6.1,2.0,0.4,2.0,1.0,104.3,101.9,7.0,0.0,CC(C)C(c1nnnn1C1CCCC1)N1CCOCC1 (configuration not stated)
1.0,96.2,-7.8,1.0,13.2,3.0,-2.0,87.1,96.3,1.0,4.0,Cc1ccc(-n2cnc3scc(-c4cccs4)c3c2=O)cc1

# Entries of single compounds from above:
# `Nc1nnc(SCC(=O)OCC(=O)NC2CCCCC2)s1` in the list: Bcl-B Bim block: -9.0; RGS7-Gao: 97.7; Mcl1 Bid PPI: -6.3; Bcl-W Bim block: -5.0; Mcl1 Noxa PPI: 4.6; Bfl-1 Bim block: -4.0; Bim-Bcl-XL: 0.0; RGS4-Gao reg: 101.6; RGS8-Gao: 100.4; Bim-Mcl-1: -1.0; Bcl-2 Bim block: -2.0
# `O=C(CCN1CCc2ccccc2C1)Nc1ccccc1` in the list: Bcl-B Bim block: -2.0; RGS7-Gao: 105.6; Mcl1 Bid PPI: -53.4; Bcl-W Bim block: 2.0; Mcl1 Noxa PPI: -10.5; Bfl-1 Bim block: -9.0; Bim-Bcl-XL: -1.0; RGS4-Gao reg: 102.7; RGS8-Gao: 101.3; Bim-Mcl-1: 2.0; Bcl-2 Bim block: -2.0
